# HT1080-NT tox: kills 2HG-producing HT-1080-NT fibrosarcoma cells; HT-1080-NT fibrosarcoma viability, CellTiter-Glo ATP luminescence, 48 h; Potency, µM (series often up to 46.1 µM), for the others: top-dose activity, negative = less viability, most hits filed as cytotoxic; actives 1.6% (n = 360,000);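 note: NT is the 2HG producing partner of a matched IDH1 knockdown line; potency is the fitted concentration of half-maximal effect; 0% = DMSO-treated cells and -100% = media-only wells without cells; nearly all actives have a fitted effect of over 55% in size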
#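 Toxicity toward the 2HG-producing NT line was scored as %Activity, normalised to DMSO and no-cell wells, from CellTiter-Glo luminescence after 48 hours' treatment.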
# SW480 rereplic: inducers of DNA re-replication in SW480 colon cancer cells. SW480 DNA re-replication, Hoechst DNA content imaging, 48 h. Potency, µM (series often up to 46.1 µM), for inactives: at the highest dose re-replication activation, hits mostly activators. actives 1.8% (n = 340,000). AID 624297; note: potency is the fitted concentration of half-maximal effect; % of control where 0% means no effect; nearly all actives have a fitted effect of over 55% in size
#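 Treated cells incubate 48 hr (37 C, 5% CO2), are stained 40 min with Hoechst, and nuclear fluorescence is enumerated; a rise in nuclei with high DNA signal marks re-replication.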
# KB-V1 MDR tox: KB-V1 MDR subline cytotoxicity | KB-V1 MDR cells viability, CellTiter-Glo, 72 h | actives 3.4% (n = 400,000) | Potency, µM (top dose mostly 46.1 µM), for the others: at the top dose activity change, negative = cytotoxicity, actives largely listed as cytotoxic | AID 1347076; note: potency is the fitted concentration of half-maximal effect; % is set by controls: 0 for no effect and ±100 for the full control effect; nearly all actives have a fitted effect of over 60% in size
#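 Cells of the MDR subline KB-V1 are plated, dosed with compound at multiple concentrations, and incubated 72 h at 37 degrees C; CellTiter-Glo is then added and luminescence read after 10 min.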
# HT1080 IDH1KD tx: HT-1080 IDH1 knockdown cell toxicity (counter line); HT-1080 IDH1 knockdown viability, ATP luminescence, 48 h; Potency, µM (highest dose often 46.1 µM), without a hit: at the top dose activity, negative = toxicity, most hits filed as cytotoxic; actives 2% (n = 360,000);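 note: potency is the fitted concentration of half-maximal effect; 0% = DMSO wells and -100% = cell-free medium wells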
#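 HT-1080-IDH1KD cells (IDH1 knocked down), 750/well in RPMI with 5% FBS, treated with compound 48 h at 37 degrees C. Viability by CellTiter-Glo luminescence, normalised to DMSO and no-cell wells; concentration-response curves classed.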
# KB-3-1 tox: KB-3-1 parental cell cytotoxicity; KB-3-1 viability, CellTiter-Glo ATP luminescence, 72 h; Potency, µM (top dose mostly 46.1 µM), for the others: top-dose activity change, negative = cytotoxic, most hits filed as cytotoxic; actives 1.4% (n = 400,000); AID 1347075; note: potency is the fitted concentration of half-maximal effect; % is set by controls: 0 for no effect and ±100 for the full control effect; nearly all actives have a fitted effect of over 60% in size
#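 Parental KB-3-1 viability, qHTS format: 72 h compound exposure, 37 °C; CellTiter-Glo; media-only wells and DMSO plates as controls; concentration-effect fits on corrected data.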
# D3 antag: D3 dopamine receptor (human) antagonism | P35462 | D3R cells, DiscoveRx beta-arrestin luminescence, antagonist mode; hits give low values | max response, negative = inhibition, % | actives 2.5% (n = 360,000); in the data active = max response below about -50%; inconclusive = no clear call, values can overlap the other calls; note: % is set by controls: 0 for no effect and ±100 for the full control effect; mostly tested at two doses, the higher about 12 µM
# Target sequence (P35462 whole entry, looked up): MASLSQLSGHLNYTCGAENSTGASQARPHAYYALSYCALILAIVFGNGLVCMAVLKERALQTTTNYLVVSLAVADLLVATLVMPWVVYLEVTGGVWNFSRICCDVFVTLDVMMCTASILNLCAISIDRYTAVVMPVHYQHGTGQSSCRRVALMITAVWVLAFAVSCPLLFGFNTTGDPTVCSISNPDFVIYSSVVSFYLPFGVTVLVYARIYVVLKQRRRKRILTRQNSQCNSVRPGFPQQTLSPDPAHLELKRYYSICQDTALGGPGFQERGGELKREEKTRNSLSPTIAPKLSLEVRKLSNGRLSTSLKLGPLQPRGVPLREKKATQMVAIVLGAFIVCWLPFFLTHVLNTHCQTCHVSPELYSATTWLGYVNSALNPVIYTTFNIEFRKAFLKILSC
#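 Cells plated overnight at 1500 cells/well, then exposed to library compounds with dopamine controls for 90 minutes at 37 degrees C. DiscoveRx reagent added for 30–60 minutes at room temperature; luminescence read, quantitative HTS format.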
# GLP1R ag: GLP-1 receptor (human) agonism | HEK293 GLP-1R CRE-luciferase, luminescence, 4-6 h; cells express a hypersensitive GLP-1R form | actives 0.007% (n = 380,000) | AID 624172 | P43220 | Potency, µM (titrated, usually from 45.6 µM), inactives show at the top dose activation, actives largely listed as activators; note: potency is the fitted concentration of half-maximal effect; % of control where 0% means no effect
# Target sequence (P43220 whole entry, looked up): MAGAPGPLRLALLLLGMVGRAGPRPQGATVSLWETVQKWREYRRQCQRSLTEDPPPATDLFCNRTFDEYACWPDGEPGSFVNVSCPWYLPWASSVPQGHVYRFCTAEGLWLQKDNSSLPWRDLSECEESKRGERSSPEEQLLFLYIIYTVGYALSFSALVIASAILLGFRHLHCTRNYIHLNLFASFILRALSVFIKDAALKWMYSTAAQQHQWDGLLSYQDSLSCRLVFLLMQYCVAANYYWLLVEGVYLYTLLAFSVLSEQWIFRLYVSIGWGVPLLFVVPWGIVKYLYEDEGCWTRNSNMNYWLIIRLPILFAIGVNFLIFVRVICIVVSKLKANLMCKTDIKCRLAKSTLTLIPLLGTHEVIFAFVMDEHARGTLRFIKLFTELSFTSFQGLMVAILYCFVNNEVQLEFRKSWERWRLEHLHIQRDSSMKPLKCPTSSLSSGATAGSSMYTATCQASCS
# IL1B secr inh: blocks inflammasome-driven IL-1 beta release. THP-1 LPS/ATP IL-1B secretion, AlphaLISA, 16 h; hits give low values. activity change, % at 57.5 µM. actives 4.7% (n = 360,000). AID 743279; in the data active = activity change below about -50%; inconclusive = mostly about -30% to -49%; note: % is set by controls: 0 for no effect and ±100 for the full control effect
#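 Secreted IL-1B measured by AlphaLISA bead assay after 16 h compound exposure of THP-1 cells; compounds (final up to 57.5 uM) added 1 h before LPS (250 ng/mL) and ATP (1.25 mM) stimulation; lower signal means less secretion.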
# D3 ag: agonists of human D3 dopamine receptor | D3R DiscoveRx beta-arrestin cells, luminescence, 90 min | max activation, % | actives 0.58% (n = 410,000) | AID 652048; in the data active = max activation above about 30%; note: 0% is about no effect; mostly tested at two doses, the higher about 12 µM
#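 Agonist mode: compounds and dopamine controls were applied to plated cells for 90 min at 37 degrees C after an overnight attachment at 1500 cells/well. Luminescent read-out followed 30 - 60 minutes at room temperature with DiscoveRx detection reagent.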
# * marks the source's active call; other numbers are inactive results; ? = inconclusive; . = not tested or not shown; [ ] = dose if it differs, or a comment. Unless noted, calls come from the whole dose curve; as a rule, active = well fitted curve in the direction sought with a large enough effect; inconclusive = small, poorly fitted or top-dose-only effect, or another doubt; inactive = no such curve, though single readings can be large; an effect the other way counts as inactive or inconclusive.
# Value order: HT1080-NT tox	SW480 rereplic	KB-V1 MDR tox	HT1080 IDH1KD tx	KB-3-1 tox	D3 antag	GLP1R ag	IL1B secr inh	D3 ag
1) COc1ccc(N2CC(C)(C)[C@H](CC(=O)Nc3ccc(Br)cc3)C2=O)cc1
 : 4%	.	0%	-3%	-2%	21	5%	-1	4
2) CN1CCC(N(C)C(=O)NC2CCCCC2)CC1
 : 6%	-9%	-1%	18%	11%	-2	1%	-5	2
3) CSc1ncccc1C(=O)OCC(=O)c1cccc(Br)c1
 : 3%	-2%	-8%	15%	-2%	-10	-2%	-16	-4
4) COC(=O)Cn1c(=NC(=O)c2sc3ccccc3c2Cl)sc2cc(S(N)(=O)=O)ccc21
 : -21%	-1%	3%	-1%	22%	-6	-23%	-2	2
5) NS(=O)(=O)c1cccc(NC(=O)COC(=O)Cc2ccc(S(=O)(=O)N3CCOCC3)s2)c1
 : 12%	-2%	0%	14%	-10%	19	15%	43	1
6) CCc1ccc(NC(=O)c2cc(C)on2)cc1
 : 0%	22%	?	-13%	-20%	57	-21%	-6	-12
7) C=CCNC(=O)c1ccccc1S(=O)c1ccccc1C#N (centres undefined)
 : 13%	2%	17%	18%	-4%	-4	15%	20	0
8) Cc1ccc(-n2nc(C)c3c(C)c(CCC(=O)O)c(C)nc32)cc1C
 : -21%	?	14%	-13%	21%	23	-3%	104	27
9) CC(C)C[C@H](NC(=O)OC(C)(C)C)C(=O)N1CCC(C(=O)N[C@@H](Cc2c[nH]c3ccccc23)C(=O)O)CC1
 : 10%	-1%	10%	2%	-6%	9	0%	35	2
10) Cc1cnc(C(=O)OCC(=O)Nc2cc(Cl)ccc2C#N)cn1
 : -2%	2%	32%	14%	?	19	-8%	7	-5
11) Cc1cccc(C)c1NC(=S)N(CCCN1CCCCC1)Cc1ccco1
 : -25%	-9%	?	-7%	2%	-2	4%	-10	-8
12) O=C(O)c1ccc(N=Nc2c(-c3ccccc3)[nH]oc2=O)cc1
 : 11%	11%	13%	6%	-3%	16	7%	24	9
13) CC(CN1CCOCC1)OC(=O)c1ccccc1 (centres undefined)
 : 6%	1%	23%	0%	28%	-1	0%	15	0
14) Nc1nc2c(ncn2[C@@H]2O[C@H](CNCc3cnc(N4CCOCC4)s3)[C@@H](O)[C@H]2O)c(=O)[nH]1
 : 12%	.	-5%	19%	0%	-18	8%	-11	-5
15) COc1ccc(C(CNC(=O)c2cccc(Br)c2)N2CCCC2)cc1 (centres undefined)
 : 3%	?	?	-1%	-7%	-87*	-4%	-13	-5
16) COC(=O)c1ccc(-c2noc(CN3CCCC(CNC(C)=O)C3)n2)cc1 (centres undefined)
 : 4%	-7%	0%	15%	14%	2	4%	11	3
17) Cc1cccc(OCc2nnc(SCC(=O)NCc3ccc4c(c3)OCO4)o2)c1
 : -11%	.	-6%	-1%	5%	-2	-2%	3	-1
18) COC(=O)CNS(=O)(=O)c1ccc(C)cc1
 : 9%	-3%	14%	0%	9%	13	0%	0	4
19) COc1ccc(OC)c(NC(=O)CCCNC(=O)c2ccc(Cl)cc2)c1
 : 3%	-13%	-3%	7%	19%	-5	-5%	44	-5
20) COc1ccc(CNC(=O)CN(c2ccc(C)cc2)S(=O)(=O)c2c(C)nn(C)c2C)cc1
 : 17%	-13%	-20%	21%	13%	5	-1%	21	6
21) CCN(CC(=O)N1CCCCCC1)S(=O)(=O)c1ccc(C)cc1
 : -2%	-6%	-2%	-2%	2%	-1	2%	-6	2
22) O=C(NCC1CCCO1)C(=O)N/N=C/c1cc(Cl)ccc1O (centres undefined)
 : -9%	15µM*	0%	-28%	-19%	1	7%	175	10
23) CC(NC(=O)c1cc(-c2ccncc2)nc2ccc(Cl)cc12)C1CCCO1 (centres undefined)
 : 1%	-1%	-12%	10%	-3%	-5	-2%	-2	1
24) O=C(COc1ccccc1Br)N1CCN(c2ccccc2)CC1
 : 9%	7%	18µM*	-3%	1%	?	15%	-10	-17
25) S=C(N/N=C/c1ccc2c(c1)OCO2)NC1CC2CCC1C2 (centres undefined)
 : -14%	-8%	-4%	-15%	?	0	?	-14	-3
26) CC1CCCN(C2(O)C(=O)Nc3c(C(F)(F)F)cccc32)C1 (centres undefined)
 : 4%	?	-2%	4%	-25%	2	3%	-5	-10
27) Nc1nc2ccc([N+](=O)[O-])c(N)c2s1
 : -10%	-8%	?	-12%	2%	?	6%	0	-3
28) O=C(CCS(=O)(=O)c1cccc2nsnc12)N1CCN(Cc2ccc3c(c2)OCO3)CC1
 : 0%	-3%	15%	-4%	9%	-29	-6%	-24	1
29) CC(=O)Nc1ccc(SCC(=O)N(C)CC(=O)Nc2ccccc2Cl)cc1
 : -2%	8%	3%	9%	-11%	-5	4%	3	-5
30) Cc1ccccc1C(=O)N1CCC(C(=O)Nc2ccc(C)c(S(=O)(=O)N3CCCCC3)c2)CC1
 : -1%	-14%	?	-10%	?	-7	-1%	-26	-6

# Part of the list above in order of molecular weight, ascending:
# Value order: HT1080-NT tox	SW480 rereplic	KB-V1 MDR tox	HT1080 IDH1KD tx	KB-3-1 tox	D3 antag	GLP1R ag	IL1B secr inh	D3 ag
27) Nc1nc2ccc([N+](=O)[O-])c(N)c2s1
 : -10%	-8%	?	-12%	2%	?	6%	0	-3
26) CC1CCCN(C2(O)C(=O)Nc3c(C(F)(F)F)cccc32)C1 (centres undefined)
 : 4%	?	-2%	4%	-25%	2	3%	-5	-10
25) S=C(N/N=C/c1ccc2c(c1)OCO2)NC1CC2CCC1C2 (centres undefined)
 : -14%	-8%	-4%	-15%	?	0	?	-14	-3
22) O=C(NCC1CCCO1)C(=O)N/N=C/c1cc(Cl)ccc1O (centres undefined)
 : -9%	15µM*	0%	-28%	-19%	1	7%	175	10
16) COC(=O)c1ccc(-c2noc(CN3CCCC(CNC(C)=O)C3)n2)cc1 (centres undefined)
 : 4%	-7%	0%	15%	14%	2	4%	11	3
24) O=C(COc1ccccc1Br)N1CCN(c2ccccc2)CC1
 : 9%	7%	18µM*	-3%	1%	?	15%	-10	-17
29) CC(=O)Nc1ccc(SCC(=O)N(C)CC(=O)Nc2ccccc2Cl)cc1
 : -2%	8%	3%	9%	-11%	-5	4%	3	-5
17) Cc1cccc(OCc2nnc(SCC(=O)NCc3ccc4c(c3)OCO4)o2)c1
 : -11%	.	-6%	-1%	5%	-2	-2%	3	-1
28) O=C(CCS(=O)(=O)c1cccc2nsnc12)N1CCN(Cc2ccc3c(c2)OCO3)CC1
 : 0%	-3%	15%	-4%	9%	-29	-6%	-24	1

# New compounds follow
# Value order: HT1080-NT tox	SW480 rereplic	KB-V1 MDR tox	HT1080 IDH1KD tx	KB-3-1 tox	D3 antag	GLP1R ag	IL1B secr inh	D3 ag
31) O=C(NCC1OCCc2ccccc21)C1COc2ccccc2O1 (centres undefined)
 : 20%	-8%	-6%	?	7%	-3	10%	-13	0
32) COc1ccccc1NC(=O)c1ccc(Cl)c(S(=O)(=O)N2CCOCC2)c1
 : 4%	-3%[9.22 µM]	-17%	4%	-1%	0	10%	-16	0
33) Cc1sc2ncnc(N3CCC(C(=O)Nc4cc(C(F)(F)F)ccc4OCC(F)(F)F)CC3)c2c1C
 : -9%	-22%	16%	-10%	?	23	14%	-56*	7
34) CCC(C(=O)Nc1cc(C)nn1-c1nc(C)cc(C)n1)c1ccccc1 (centres undefined)
 : 0%	?	?	-28%	?	-8	19%	-11	-3
35) CCC(c1nnnn1-c1c(C)cccc1C)N1CCN(c2ccc(C(F)(F)F)cc2[N+](=O)[O-])CC1 (centres undefined)
 : 29µM*	.	0%	-10%	-29%	-19	-4%	?	-12
36) O=C(CN1C(=O)COc2ccccc21)N1CCc2ccccc21
 : 3%	0%	16%	-3%	0%	?	8%	22	-2
37) Cc1ccc(S(=O)(=O)N2CCN(C(=O)Cc3ccc4c(c3)OCCO4)CC2)cc1C
 : -5%	1%	4.1µM*	-7%	-13%	-13	7%	-13	0
38) CC(C)CCNC(=O)Cn1cc2c(n1)CCCCC2
 : 2%	0%	-2%	5%	8%	-3	12%	19	1
39) O=C(Nc1cccnc1)c1cc(-c2ccc(Cl)cc2Cl)on1
 : 14%	-8%	18%	17%	13%	13	11%	-17	12
40) CCOc1ccc(C(=O)Nc2cccc(OCc3cc(=O)n4cc(C)sc4n3)c2)cc1
 : .	.	1%	.	-5%	.	-2%	.	-4
41) Cn1c(CNc2ccccc2O)nc2ccccc21
 : ?	7%	0%	-11%	-28%	-21	-1%	23	2
42) COc1cc2c(cc1OC)CN(C(=O)c1cc(Cl)nc(Cl)c1)CC2
 : 1%	-7%	?	-4%	-6%	47	7%	-8	3
43) O=C(CCCNC(=O)c1ccc(Cl)cc1)Nc1cccc(F)c1
 : -4%	-6%	-3%	-10%	11%	2	12%	43	-13
44) Cc1ccc(N(C(C)C(=O)O)S(=O)(=O)c2c(C)n[nH]c2C)cc1 (centres undefined)
 : 1%	-9%	6%	2%	10%	-13	-2%	-4	-1
45) COc1ccc(C[C@H]2CN3C(=NC[C@H]3C)N2CCNC(=O)c2ccc(C)c(Br)c2)cc1
 : -28%	-1%	4%	?	-21%	-57*	17%	?	-47
46) CN1CCN(/C=N/c2c(C#N)cnn2-c2ccccc2)CC1
 : 20%	-12%	-9%	23%	0%	?	-5%	7	-11
47) O=C(CSc1nc2ccccc2n1CCc1ccccc1)NC1CC1
 : 0%	6%	?	2%	-1%	-8	14%	0	-18
48) CCC(C)c1ccc(NC(=S)N2CCN(c3ccccn3)CC2)cc1 (centres undefined)
 : 3%	-3%	25%	0%	10%	-12	-5%	1	1

# Screening results (PubChem BioAssay)
